# Source: PubChem
# NCI-60 one-dose screen, 48 h, at 10 µM unless noted. Numbers give growth in % (100 = growth as untreated, 0 = no growth, -100 = all killed).
# SR: SR leukemia cells. actives 8.7% (n = 73,000)
# BT-549: BT-549 breast cancer. actives 4.4% (n = 78,000). AID 1794793
# MCF7: MCF7 breast cancer. actives 6.3% (n = 82,000). AID 1794796
# MOLT-4: MOLT-4 leukemia cells; actives 6.9% (n = 80,000)
# MDA-MB-435: MDA-MB-435 melanoma. actives 7.8% (n = 82,000)
# MDA-MB-468: MDA-MB-468 breast cancer; actives 8.5% (n = 78,000)
# MDA-MB-231: MDA-MB-231 breast cancer. AID 1794789. actives 5% (n = 81,000)
# K-562: K-562 leukemia; actives 7.4% (n = 78,000); AID 1794777
# * hit, by the source's call; x = not tested or not shown; & = joins results of further samples. Rule for the calls: active = growth percent below 10; inactive = the rest.
SMILES,SR,BT-549,MCF7,MOLT-4,MDA-MB-435,MDA-MB-468,MDA-MB-231,K-562
Fc1ccc(-c2ccnc3nc(-c4cccnc4)nn23)cc1,x,108,91,94,104,111,120,88
COc1cc(C(=O)Nc2nn(C)c3nc(C)c(Cl)c(C)c23)cc(OC)c1OC,99,111,91,88,102,109,92,90
Clc1ccc(Nc2ccnc3cc(Cl)ccc23)cc1,76,106,47,42,94,67,89,75
COc1ccc(-c2nc(SCC(C)C)nc(Nc3ccc([N+](=O)[O-])cc3)c2C#N)cc1,54,104,90,92,101,93,95,93
O=C1OCC(CO)O1 (centres undefined),102,101,97,96,108,97,113,99
c1ccc(CC2CCN(c3ncnc4sc5c(c34)CCN(Cc3ccccc3)C5)CC2)cc1,64,79,76,77,101,59,90,53
CC(=O)c1cccc(NC(=O)c2c(-c3ccccc3)c(-c3ccccc3)n[nH]c2=O)c1,83,102,89,74,102,101,106,72
O=C(/C=C/c1cn(-c2ccccc2)nc1-c1ccccc1)c1cc2ccccc2oc1=O,106,126,73,86,96,107,99,85
O=C(Cn1nnc2ccccc21)N/N=C/c1ccco1,100,101,99,110,103,112,105,100
CC1=C(C)C(=O)C(Nc2ccc3c(c2)OCO3)=C(Br)C1=O,57,107,77,-10*,103,36,69,3.4*
CCSC(SCC)C(O)C(O)C(O)COC(c1ccccc1)(c1ccccc1)c1ccccc1 (centres undefined),108,109,96,82,95,85,68,79
C/C(=N/O)c1ccc(N2C(=O)C3CC=CCC3C2=O)cc1 (centres undefined),98,104,95,102,101,90,100,106
CC1=C(C)C(=O)OC([C@](C)(O)C2(O)CCC3C4C(CC[C@@]32C)[C@@]2(C)C(=O)C=CC[C@]2(O)[C@H]2O[C@@H]42)C1 (some centres undefined),84,109,93,102,100,94,103,94
CCCCC(C(=O)O)C1CCCCC1 (centres undefined),86,94,102,82,114,76,103,x
O=C1C=C(NCCN2CCCC2)C(=O)c2c(OCc3ccccc3)cccc21,x,105,59,x,86,66,83,x
COc1cccc(/C=C2\Oc3cc(OCCN4CCOCC4)ccc3C2=O)c1,112,97,90,98,95,75,103,97
O=S(=O)(C/C(=N/O)c1cccs1)c1ccccc1,90,110,97,97,96,123,101,99
Fc1cccc(CSc2ncnc3nc[nH]c23)c1,110,125,94,109,112,103,105,89
CC(CCl)Cn1snc(Cl)c1=O (centres undefined),x,112,93,100,102,110,115,104
CCCCC(C#N)c1ccccc1 (centres undefined),96,78,93,76,109,111,111,95
OC(COc1ccccc1Cl)COc1ccccc1Cl,x,87,95,92,95,102,101,100
COc1ccc(C2CC(c3ccc4ccccc4c3)=NN2/C=C2\SC(=S)N(NC(=O)Cc3ccccc3Nc3c(Cl)cccc3Cl)C2=O)cc1 (centres undefined),21,30,22,14,-50*,7.1*,41,11
Cn1ccnc1C(=O)/C=C/c1ccc(CC(=O)Nc2ccccc2)cc1,-11*,22,12,-1.2*,13,-13*,13,x
CCOC(=O)c1nnn(Cc2cc(=O)oc3c2ccc2ccccc23)c1C,98,108,92,108,105,103,99,104
COc1ccc(-c2cc(C(=O)N3N=C(c4ccc(N)cc4)CC3c3ccc(OC)c(OC)c3)c3ccccc3n2)cc1 (centres undefined),x,100,96,101,109,104,106,99
N=C(N)c1ccc(N=NNc2ccc(C(=N)N)cc2)cc1 (tested in a mixture with another compound),116,102,73,114,92,95,103,x
COC1C(/C=C/C(C)=O)OC2OC(C)(C)OC21 (centres undefined),122,81,95,102,96,95,111,126
CCN(CC)CCCOCCCNc1cc(OC)cc2cccnc12,100,103,-3.7*,105,112,-6.8*,78,94
COc1cccc(/C=C2\Oc3cc(OCCN4CCC(Cc5ccccc5)CC4)ccc3C2=O)c1OC,11,67,57,52,80,40,76,20
COc1cc(OC)cc(C(=O)O)c1,97,116,99,103,112,x,99,110
Nc1nc(N)c2cc(NCc3ccc(Cl)c(Cl)c3)ccc2n1,-54*,46,-73*,-56*,-68*,-85*,-87*,-62*
O=c1[nH][nH]c(=O)c(Cl)c1Cl,94&95,99&106,92&110,98&96,109&108,115&110,108&108,93
CN1CCN(Cc2ccc(NC(=O)c3cncc(C#Cc4cnn5ccccc45)c3)cc2C(F)(F)F)CC1,-21*,41,0.7*,1.8*,6.0*,-36*,-7.6*,1.1*
NS(=O)(=O)c1ccc(-n2ncc3c(=O)[nH]cnc32)cc1,107,105,95,119,102,99,117,97
O=C(Cn1nc(-c2ccccc2)cc(Cc2ccc(F)cc2)c1=O)c1ccccc1,88,85,83,89,96,84,76,89
CC(C)(C)c1cc(C(C)(C)c2ccccc2)cc(Cc2cc(C(C)(C)c3ccccc3)cc(C(C)(C)C)c2O)c1O,-22*,93,95,54,115,95,105,48
O=C(c1ccccc1)c1cccc([N+](=O)[O-])c1,96,105,106,99,109,108,95,93
NC(N)=NNCCOc1c(Cl)cccc1Cl,83,77,94,90,113,68,98,82
O=C(Cc1ccc(Cl)nc1)Nc1cc(NCc2cccnc2)c([N+](=O)[O-])cc1Cl,98,89,97,94,x,90,84,96
Cc1cccc(N2CCN(CC(O)COc3cccc4ccccc34)CC2)c1 (centres undefined),88,115,93,90,92,121,110,101
O=C(CCl)n1nnnc1-c1ccccc1,84,92,89,87,100,91,93,79
CC(=O)/C(=C/N1CC(=O)NC1=S)C(=O)Nc1ccccc1C,89,110,101,99,105,103,101,107
Cc1nc(-c2ccccc2)cc2c(O)c(C(=O)N/N=C/c3ccc(O)cc3)[nH]c(=O)c12,x,110,94,141,111,97,96,111
CN1c2ccccc2Sc2cc(C3CCC(=O)N3c3cc(Cl)cc(Cl)c3)ccc21 (centres undefined),79,107,86,74,104,87,104,87
CB1C=Cc2cc(-c3cccc(Cl)c3)ccc2N1,94,95,84,92,108,113,98,95
c1ccc(CN2CCOC2)cc1,x,x,111,120,104,125,88,112
CC[C@H](C)C(=O)O[C@H]1CCC=C2C=C[C@H](C)C(CCC3C[C@@H](O)CC(=O)O3)[C@H]21 (some centres undefined),15,78,84,92,84,75,2.3*,71
CCOc1cc(/C=N/NC(=O)CC#N)ccc1O,109,104,88,106,102,101,97,107
C/C(=C(\c1ccc(OCCN2CCCCCC2)cc1)c1ccc(OC(=O)c2ccccc2)cc1)c1ccc(Cl)cc1,-16*,69,15,8.9*,56,45,51,-4.6*
COc1ccccc1N1CCN(CC(O)COc2cccc3ccccc23)CC1 (centres undefined),x,68,72,78,72,60,45,x

# The results go on.
SMILES,SR,BT-549,MCF7,MOLT-4,MDA-MB-435,MDA-MB-468,MDA-MB-231,K-562
COC(=O)c1[nH]c(=O)c(C#N)c(C(=O)OC)c1C(=O)c1ccc(Cl)c(Cl)c1,x,114,85,94,96,97,x,97
Cc1ccc(S(=O)(=O)n2cc(C(=O)C(=O)N3CCOCC3)c3ccccc32)cc1,78,88,99,81,104,90,80,87
COC(=O)c1nc(-c2ccccc2)oc1S(=O)(=O)N1CCCC(C)C1 (centres undefined),0.9*,75,47,6.1*,85,29,77,18
CCc1c(C)c2cc(-n3c(-c4ccc(OC)cc4)csc3=N)c(O)c(C)c2oc1=O,3.5*,5.2*,9.4*,6.5*,0.4*,17,13,5.3*
O=C1CCC(=O)N1CCC(=O)N(C(=O)NC1CCCCC1)C1CCCCC1,64,102,96,41,105,106,99,89
O=C(CCCCCCCCC(=O)SCc1ccccc1)SCc1ccccc1,105,94,99,96,108,93,103,105
COC(=O)c1ccc2[nH]c(O)c(C(=Nc3ccc(N(C)C(=O)CN4CCN(C)CC4)cc3)c3ccc(CCO)cc3)c2c1,6.7*,21,26,21,61,38,31,8.3*
COC1CC(=O)C2OC(c3ccccc3)OCC2O1 (centres undefined),117,104,101,102,102,96,109,95
CN1C(=O)/C(=C/c2ccc(C3Oc4ccccc4C4CC(c5ccc(Cl)cc5)=NN43)cc2)SC1=S (centres undefined),109,99,89,99,108,114,84,99
CCCCCCCCCCCCCCCCCCOc1cccc(CC(=O)OCC[N+](CC)(CC)CC)c1,53,87,33,72,82,x,41,32
CCOC(=O)c1nn(CC(O)c2ccccc2)c(NC(=O)Nc2cccc(C(F)(F)F)c2)c1C (centres undefined),88,101,95,74,96,107,96,79
O=C(c1cc2n(n1)CC(c1ccccc1)N2)N1CCCCC1 (centres undefined),98,83,96,112,100,106,102,104
NCCSC(C[N+](=O)[O-])c1ccccc1Cl (centres undefined),x,81,-19*,-32*,-25*,10,115,-48*
Cc1nc2ccccc2n1C(=O)CC1C(=O)NC(=O)NC1=O,x,109,96,108,103,108,101,113
CNC(=O)CNC(N)=O,92,107,105,90,103,103,108,93
C[N+]12CCC(CC1)C(OC(=O)C(O)(c1ccccc1)c1ccccc1)C2 (centres undefined),91,98,102,90,104,111,104,103
NC(=S)N/N=C(\C=C\c1cn(-c2ccccc2)nc1-c1ccccc1)c1cc2ccccc2oc1=O,46,99,83,68,84,82,96,63
NS(=O)(=O)c1ccc(N=NNc2ccc(C(=O)O)cc2)cc1,104,108,102,109,106,102,106,98
Fc1ccc(-c2cnn3cc(-c4ccccc4)cnc23)cc1,76,108,85,94,71,118,106,78
COc1cc2oc(-c3ccc(NC(=O)c4ccc(F)cc4)cc3)cc(=O)c2c(OC)c1OC,x,94,98,91,97,76,88,106
CCOC(=O)c1c(Cl)c2c(n1Cc1ccccc1)-c1oncc1CCC2,0.8*,88,37,53,-13*,56,64,19
O=C(CCc1nnc(Cn2ccnc2)o1)c1nc2ncccc2[nH]1,114,116,95,114,102,82,91,113
O=C1CCC(=O)N1Cl,100,x,93,96,112,122,124,103
CN1C(=O)C(=Cc2cn(Cc3ccccc3)c3ccc(Br)cc23)C(=O)N(C)C1=O,x,102,87,88,102,-49*,105,x
CCSc1nnc2c3c4c(sc3nc(-c3cccc5ccccc35)n12)CCCCCC4,98,97,83,100,105,106,94,118
O=C1C(=O)C(c2ccccc2)C(=O)C1c1ccccc1 (centres undefined),89,103,97,100,107,104,108,98
O=C1Nc2ccccc2B(O)N1c1cc(C(F)(F)F)cc(C(F)(F)F)c1,108,85,81,90,95,69,81,71
Cc1[nH]nc2c1C(c1cc([N+](=O)[O-])cs1)C(C#N)=C(N)O2 (centres undefined),x,86,64,44,75,91,86,75
Nc1cccc(C(=O)Nc2ccccc2)c1,94,98,97,102,102,101,96,106
O=[N+]([O-])c1ncccc1O,92,107,101,96,100,100,102,98

# An excerpt from above in order of count of non-hydrogen atoms, descending:
SMILES,SR,BT-549,MCF7,MOLT-4,MDA-MB-435,MDA-MB-468,MDA-MB-231,K-562
COc1cc2oc(-c3ccc(NC(=O)c4ccc(F)cc4)cc3)cc(=O)c2c(OC)c1OC,x,94,98,91,97,76,88,106
CCSc1nnc2c3c4c(sc3nc(-c3cccc5ccccc35)n12)CCCCCC4,98,97,83,100,105,106,94,118
CN1C(=O)C(=Cc2cn(Cc3ccccc3)c3ccc(Br)cc23)C(=O)N(C)C1=O,x,102,87,88,102,-49*,105,x
CCOC(=O)c1c(Cl)c2c(n1Cc1ccccc1)-c1oncc1CCC2,0.8*,88,37,53,-13*,56,64,19
O=C(CCc1nnc(Cn2ccnc2)o1)c1nc2ncccc2[nH]1,114,116,95,114,102,82,91,113
Fc1ccc(-c2cnn3cc(-c4ccccc4)cnc23)cc1,76,108,85,94,71,118,106,78
Cc1[nH]nc2c1C(c1cc([N+](=O)[O-])cs1)C(C#N)=C(N)O2 (centres undefined),x,86,64,44,75,91,86,75
O=C1C(=O)C(c2ccccc2)C(=O)C1c1ccccc1 (centres undefined),89,103,97,100,107,104,108,98
Nc1cccc(C(=O)Nc2ccccc2)c1,94,98,97,102,102,101,96,106
O=[N+]([O-])c1ncccc1O,92,107,101,96,100,100,102,98
O=C1CCC(=O)N1Cl,100,x,93,96,112,122,124,103

# (next part)
SMILES,SR,BT-549,MCF7,MOLT-4,MDA-MB-435,MDA-MB-468,MDA-MB-231,K-562
Cc1nc2sc(C(=O)Nc3ccc(Cl)cc3)c(N)c2c(C)c1Br,86,95,79,90,101,115,86,86
COc1ccccc1C=NCCCCCCN=Cc1ccccc1OC,105,121,95,107,83,102,106,107
COc1ccc(-c2nc3c4c(-c5ccccc5)cn(-c5ccc(F)cc5)c4ncn3n2)cc1,109,153,59,96,104,89,89,90
CCCCCCCCCCCCCCCCCCOc1ccc(CC(=O)OCC[N+](CC)(CC)CC)cc1,78,111,84,87,x,53,86,61
Nc1n[nH]c2cccc(C#Cc3cccc(NC(=O)Nc4cc(C(F)(F)F)cc(C(F)(F)F)c4)c3)c12,x,-67*,-37*,-1.5*,-77*,-60*,-93*,-57*
O=C(CC(=O)c1cccc(Cl)c1)c1cccc(Cl)c1,3.0*,48,25,22,48,42,45,21
COc1nc2c(cc1S(=O)(=O)c1ccccc1)CCc1c-2cnn1-c1ccccc1Cl,38,52,42,43,66,40,70,54
CC(=O)Sc1ccccc1C(=S)S,86,109,104,94,106,110,105,x
C=C1CCC2C3(C)COC(c4cccc(F)c4)OC3CCC2(C)C1C/C=C1/C(=O)OCC1O (centres undefined),9.7*,-82*,-7.0*,7.0*,-10*,-35*,-33*,11
CN(C)C(=S)Sc1nsc(SC(=S)N(C)C)n1,90,92,90,98,99,100,99,x
CC(=O)OC1CC2CCC3C(CCC4(C)C3CC([N+]3(C)CCCCC3)C4OC(C)=O)C2(C)CC1[N+]1(C)CCCCC1 (centres undefined),99,121,112,107,106,108,108,115
COc1ccc2c(c1)C(C)Cc1c(ncn3c(-c4ccccc4)nnc13)N2C (centres undefined),83,110,76,93,107,98,x,95
CC(=O)Nc1ccc(OC(C)=O)cc1N,88,103,95,97,107,98,x,103
